RGS4 block = inhibitors of human RGS4; AID 463165; 310,000 compounds, 0.45% hits; B-score at 10 µM; HEK293 M3R/RGS4 inducible, Fluo-4 calcium flux; active compounds read high; triggered by carbachol at its EC20;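 active = B-score, a plate-corrected calcium signal, over three deviations above library mean, with baseline fluorescence within five deviations of library mean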;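 note: RGS4 expression induced by doxycycline in cells with stable M3 receptor; B-score is computed from the integrated fluorescence ratio over baseline after carbachol; higher B-score means a larger calcium signal and so more RGS4 inhibition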
Target sequence (P49798 whole entry, looked up): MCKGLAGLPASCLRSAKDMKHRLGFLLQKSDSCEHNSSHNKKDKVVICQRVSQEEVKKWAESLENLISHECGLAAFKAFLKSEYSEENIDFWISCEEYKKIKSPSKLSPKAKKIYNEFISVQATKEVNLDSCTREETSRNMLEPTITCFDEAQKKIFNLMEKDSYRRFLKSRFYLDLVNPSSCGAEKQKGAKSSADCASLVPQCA
GSK3 alpha inh = human GSK-3 alpha kinase inhibition. P49840. ADP-Glo luminescence, 60 min. inhibition, % at 10 µM. 320,000 compounds, 0.1% hits;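 in the data active = inhibition above about 50%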;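 note: GST-tagged GSK-3 alpha with peptide substrate and 25 µM ATP; 0% = DMSO neutral wells and 100% = GW8510 positive control wells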
KCNQ1 act = potentiators or activators of human KCNQ1 potassium channel; CHO-K1 KCNQ1, thallium flux FluxOR fluorescence; active compounds read high; B-score at 10 µM; 310,000 compounds, 0.35% hits;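 active = fluorescence ratio B-score, a plate-corrected score, at least three library SD, with initial intensity B-score within 5 SD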
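Doses: Single concentration per compound, DMSO matched to controls | Test system: KCNQ1-transfected CHO-K1 cells | Timing: 90 min dye loading and 20 min compound exposure, both at room temperature | Measured by: Kinetic FluxOR thallium fluorescence, 10-s 1-Hz baseline, 110-s post-stimulus read | Medium: Assay buffer with matched DMSO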
RGS4 pot = potentiators or activators of RGS4. 310,000 compounds, 0.92% hits. HEK293 M3R/inducible RGS4, carbachol calcium flux Fluo4; active compounds read low. B-score at 10 µM;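 active = B-score of the integrated calcium signal more than 4 SD below the library mean, with starting fluorescence not abnormally high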;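 note: negative B-score means reduced calcium response which marks RGS4 activation or potentiation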
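System – HEK293 FlpIn-TREx cells, stable M3R, doxycycline-inducible RGS4 · Reagent – ECmax carbachol challenge · Times – compound preincubation 20 min at room temperature before agonist · Technique – Fluo4 fluorescence kinetic imaging of calcium · Measure – B score of integrated Fluo4 ratio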
hERG protect = hERG (human) protection from proarrhythmic block. AID 1511. Q12809. 310,000 compounds, 0.51% hits. CHO-hERG, FluxOR thallium flux, dofetilide IC70 present. activation (rescue from dofetilide block), less the hit threshold, % at 10 µM;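 active = activation above the mean of controls blocked by dofetilide plus 5 SD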;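 note: thallium influx through hERG after potassium depolarization seen as dye fluorescence rise; in these data hits start at about 4.7%; inactives centre near -7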
KCNK3 inh = human KCNK3 channel inhibition, primary screen. CHO-KCNK3 thallium flux, FluxOR fluorescence; active compounds read low. B-score at 10 µM. 340,000 compounds, 0.84% hits. AID 602410;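 active = B-score under library mean minus 4 SD, starting fluorescence ratio at most library mean plus 5 SD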;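 note: more negative B-score means stronger inhibition of thallium flux through KCNK3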
KCNQ1 inh = blocks the human KCNQ1 potassium channel. 310,000 compounds, 1.3% hits. P51787. AID 2642. B-score at 10 µM. CHO-K1 KCNQ1, FluxOR thallium flux fluorescence; active compounds read high;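 active = compounds whose thallium flux B-score, printed positive for inhibition, exceeds three library SD while starting fluorescence stays within three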;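 note: channel opened by potassium depolarization with thallium stimulus after 20 min compound exposure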
GSK3beta inhib = human GSK3beta kinase inhibition | GST-GSK3beta kinase, ADP-Glo luminescence, 60 min; active compounds read low | AID 2097 | 300,000 compounds, 0.038% hits | P49841 | activity score (negative = inhibition), % at 10 µM;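 active = more than half of replicate wells score below -50%, meaning over 50% inhibition versus plate controls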;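 note: 0% = median DMSO wells and -100% = median GW8510 positive control wells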
Target sequence (P49841 whole entry, looked up): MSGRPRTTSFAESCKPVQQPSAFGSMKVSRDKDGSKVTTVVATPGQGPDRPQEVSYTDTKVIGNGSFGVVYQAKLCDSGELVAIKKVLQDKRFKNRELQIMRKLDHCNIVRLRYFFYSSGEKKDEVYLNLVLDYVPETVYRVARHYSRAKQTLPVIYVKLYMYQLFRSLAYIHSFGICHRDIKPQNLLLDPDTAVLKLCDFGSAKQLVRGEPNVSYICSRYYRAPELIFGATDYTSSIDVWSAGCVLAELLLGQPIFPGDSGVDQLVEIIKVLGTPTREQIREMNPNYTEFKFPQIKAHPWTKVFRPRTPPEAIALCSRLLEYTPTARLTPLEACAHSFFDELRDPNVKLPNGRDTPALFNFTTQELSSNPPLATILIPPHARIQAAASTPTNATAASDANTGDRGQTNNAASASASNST
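Test system: GST-fused GSK3beta enzyme, cell-free | Quantity: 1.6 ng GST-GSK3beta enzyme per well | Reagent: 25 µM ATP with peptide substrate | Schedule: 60 min enzyme reaction, room temperature | Signal: Luminescent ADP-Glo measurement of ADP formed | Read-out basis: Score relative to plate controls | Control set: DMSO and 20 µM GW8510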
KCNK9 inh = inhibitors of human KCNK9 two-pore domain potassium channel. Q9NPC2. HEK293 KCNK9, FluxOR thallium flux fluorescence; active compounds read low. B-score at 10 µM. 310,000 compounds, 1.2% hits;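 active = ratio B-score over 3 SD below the library mean, with starting fluorescence within 5 SD of its mean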;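 note: negative B-score means less thallium flux so channel inhibition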
Target sequence (Q9NPC2 whole entry, looked up, the tested form may be a part): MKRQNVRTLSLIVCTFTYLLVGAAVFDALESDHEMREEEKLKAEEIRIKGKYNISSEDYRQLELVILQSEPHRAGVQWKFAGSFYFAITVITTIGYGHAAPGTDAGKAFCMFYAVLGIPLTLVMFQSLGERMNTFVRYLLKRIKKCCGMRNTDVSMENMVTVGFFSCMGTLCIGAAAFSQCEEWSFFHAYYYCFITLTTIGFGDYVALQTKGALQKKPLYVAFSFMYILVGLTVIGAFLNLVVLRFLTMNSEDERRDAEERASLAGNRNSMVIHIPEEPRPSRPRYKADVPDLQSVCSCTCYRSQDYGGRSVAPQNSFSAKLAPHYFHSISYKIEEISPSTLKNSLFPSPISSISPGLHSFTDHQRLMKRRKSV
Dyrk1A ADPGlo = Dyrk1A (rat) kinase inhibition; Q63470; ADP-Glo luminescence, NFATc1 peptide; inhibition, % at 12.5 µM; 310,000 compounds, 0.43% hits; AID 504441; in the data active = inhibition above about 50%;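 note: plate controls were vehicle with enzyme for no effect and no enzyme for full effect; many of its hits are not listed in these tables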
PolyA inh = blocks polyadenylation in yeast reporter cells; S. cerevisiae SKY197-pL101 polyadenylation reporter, beta-gal luminescence; efflux-impaired pdr1/pdr3 knockout yeast; score 100 = 6 SD above DMSO; calls only at 12 µM; 300,000 compounds, 0.02% hits;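 active = lowest replicate activity score at least 50, where 100 means six control SD above control mean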;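 note: yeast exposed to compound for 9 h at 30 °C; higher score means more reporter readthrough which indicates perturbed polyadenylation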
* marks the source's active call; other numbers are inactive results; i = inactive; x = no result given. The list is partial; the hit share may differ from the screen's.

SMILES,RGS4 block,GSK3 alpha inh,KCNQ1 act,RGS4 pot,hERG protect,KCNK3 inh,KCNQ1 inh,GSK3beta inhib,KCNK9 inh,Dyrk1A ADPGlo,PolyA inh
CCN(CC)c1ccc(N=Cc2c(O)[nH]c(=O)[nH]c2=O)cc1,i,1,i,i,-7,i,i,0,i,x,i
CCCCn1c(=O)c(C(=O)Nc2nnc(C(C)C)s2)c(O)c2ccccc21,i,0,i,i,-22,x,i,1,i,x,i
CCCNC(=O)c1c(N)n(Cc2ccco2)c2nc3ccccc3nc12,i,4,i,i,-22,x,i,3,i,x,i
CCCCC/C(=N\O)c1c[nH]c2ccccc12,i,-2,i,i,-6,i,i,1,-13*,8,i
CC(C)n1c(=O)c(C=Nc2cccc([N+](=O)[O-])c2)c(O)n(CCc2ccccc2)c1=O,i,x,i,i,-7,i,i,-5,i,-1,i
COc1ccccc1N1CCN(Cc2cnc(-c3ccccc3)[nH]2)CC1,i,1,i,i,-8,i,i,-4,i,-8,i
C=CCn1c(O)c(C(CC)=NCCN2CCN(C(=S)NC)CC2)c(=O)[nH]c1=O,i,4,i,i,-10,i,i,-1,i,x,i
O=C(CCCn1c(=O)[nH]c2cc(Cl)ccc2c1=O)N1CCC2(CC1)OCCO2,i,-3,i,i,-15,i,i,-1,i,5,i
Cc1cc(/C=C2\C(=O)NC(=O)N(Cc3ccccc3)C2=O)c(C)n1-c1ccc(Cl)c(C(=O)O)c1,i,-3,i,i,-7,i,i,5,i,3,i
COC(=O)C1=C(c2cc3ccccc3o2)C[C@@H]2CC[C@H]1N2C(=O)N1CCCCC1,i,-6,i,i,-6,i,i,-2,i,1,i
Cc1ccc(N2C(=O)NC(=O)/C(=C\c3cccn3C(C)(C)C)C2=O)cc1,i,x,i,i,-8,i,i,1,i,-3,i
O=C(c1cccs1)c1cn(Cc2ccccc2Cl)c2ccccc12,i,x,i,i,-16,i,i,-4,i,0,i
Cc1ccc(S(=O)(=O)NC(Cc2cnc[nH]2)C(=O)O)cc1 (stereo not given),i,0,i,i,10*,i,i,1,i,-6,i
CC(C)(C)P(=O)(N1CCOCC1)N1CCOCC1,i,0,i,i,-8,i,i,2,i,-6,i
CN1CSC(=S)N(C)C1,i,-1,i,i,-29,i,13*,-2,i,-13,i
COc1cc(/C=C2\C(=O)NC(=O)N(c3ccccc3)C2=O)cc(OC)c1OC,i,1,i,i,-6,i,i,-2,i,-6,i
CC12CN3CCN(C1)CC(C)(C3)C2=NO,i,2,i,i,1,i,i,-4,i,-3,i
CC(=NCCCN1CCCCC1)c1c(O)n(Cc2ccccc2)c(=O)[nH]c1=O,i,4,i,i,-7,i,i,-1,i,45,i
Nc1ccccc1C(=O)OCc1ccc([N+](=O)[O-])cc1,i,0,i,i,-10,i,i,-1,i,-4,i
CCCNC(=O)Cn1cnc2sc(C(=O)N3CCC4(CC3)OCCO4)c(C)c2c1=O,i,-1,i,i,-8,i,i,5,i,-4,i
CCN1c2nc3ccccn3c(=O)c2CC2(C(=O)N(C)C(=O)N(C)C2=O)C1C (stereo not given),i,-1,i,i,0,i,i,-3,i,2,i
CCCCCn1c(=O)c(C(=O)Nc2ncccc2C)c(O)c2ccccc21,i,-1,i,i,-7,i,i,4,i,4,i
CCOc1cccc(N2C(=O)/C(=C/c3ccco3)C(=O)NC2=S)c1,i,0,i,i,3,i,i,-7,i,2,i
COC(=O)C1=C(c2cccc(OC)c2OC)C[C@@H]2CC[C@H]1N2C(=O)NCc1ccc(F)cc1,i,-2,i,i,-6,i,i,-2,i,-6,i
O=S1(=O)CCN(CCc2c[nH]c3ccccc23)CC1,i,-1,i,i,-15,i,i,1,i,-9,i
Cc1ccc(C)c(-n2c(C)nc3ccccc3c2=O)c1,i,-3,i,i,-12,i,i,-2,i,x,i
CCC(C)n1c(O)c(C=NC(C)c2ccccc2)c(=O)[nH]c1=S (stereo not given),i,0,i,i,-18,i,i,-1,i,x,i
CCCCn1c(C)c(C(=O)OCC)c2c(CN3CCOCC3)c(O)ccc21,i,-4,i,i,-10,i,i,-4,i,-3,i
O=c1[nH]c(=O)n(Cc2ccco2)c(O)c1C=NCc1cccs1,i,7,i,i,-14,i,i,-1,i,2,i
CC(C)Cc1[nH]c(=O)c(C#N)c2c1CCC2,i,0,i,i,-6,i,i,-6,i,-1,i
CCC1(OC(=O)CN)C(=O)OCc2c1cc1n(c2=O)Cc2cc3ccccc3nc2-1 (stereo not given),i,-2,i,i,3,i,i,-1,i,-1,i
Oc1cc2c(cc1CN1CCN(c3ccccc3)CC1)CCC2,i,-1,i,i,-10,i,i,2,i,4,i
O=C(c1cc([N+](=O)[O-])ccc1N1CCNCC1)N1CCOCC1,i,0,i,i,-11,i,i,-2,i,-4,i
Cc1ccc(C)c(OCc2cc(C(=O)N3C[C@H]4C[C@@H](C3)c3cccc(=O)n3C4)no2)c1,i,0,i,i,-5,i,i,0,i,-2,i
O=C(O)CCn1cc(C=C2C(=O)NC(=S)NC2=O)c(-c2cc3ccccc3oc2=O)n1,i,x,i,i,-9,i,i,-7,i,1,i
CCn1c(=O)n(CC(=O)N2CCC3(CC2)OCCO3)c(=O)c2ccccc21,i,-2,i,i,-3,i,i,2,i,9,i
CCOP(=S)(NN(Cc1ccccc1)C(=O)c1ccccc1)OCC,i,-1,i,-14*,-17,i,i,-2,i,-4,i
Cc1cccc(N2C(=O)NC(=O)/C(=C\c3cnc(-c4ccccc4)nc3)C2=O)c1,i,-2,i,i,-7,i,i,-21,i,2,i
COc1ccc(NC(=O)CN2C3CCC2CC(O)(c2cccnc2)C3)cc1OC (stereo not given),i,-2,i,i,-11,i,i,-1,i,6,i
CN1CCN(c2ccc([N+](=O)[O-])c(N3CCCCC3)c2)CC1,i,-2,i,i,-12,i,i,-2,i,5,i
COc1ccc(Br)cc1CNCCc1cccc(Cl)c1,i,1,i,i,-6,i,i,0,i,x,i
CN(C)C(=O)Oc1ccc(C(=O)c2ccccc2)cc1,i,0,i,i,-3,i,i,-1,i,7,i
N=Cc1c(O)n(-c2cccc(Cl)c2)c(=O)[nH]c1=O,i,0,i,i,-12,i,i,0,i,1,i
Cc1cccc(N2C(=O)NC(=O)C3(Cc4cc(C)ccc4N(C)C3)C2=O)c1 (stereo not given),i,-2,i,i,-3,i,i,-2,i,-5,i
CCCCn1c(O)c(C=NCCCN(CC)CC)c(=O)[nH]c1=O,i,33,i,i,-4,i,i,-9,i,4,i

Results in GSK3beta inhib, for some of the entries so far:
SMILES	GSK3beta inhib
O=C(c1cc([N+](=O)[O-])ccc1N1CCNCC1)N1CCOCC1	-2
COc1ccc(NC(=O)CN2C3CCC2CC(O)(c2cccnc2)C3)cc1OC (stereo not given)	-1
Cc1cccc(N2C(=O)NC(=O)C3(Cc4cc(C)ccc4N(C)C3)C2=O)c1 (stereo not given)	-2
CCOP(=S)(NN(Cc1ccccc1)C(=O)c1ccccc1)OCC	-2
CN(C)C(=O)Oc1ccc(C(=O)c2ccccc2)cc1	-1

Further structures follow:
SMILES,RGS4 block,GSK3 alpha inh,KCNQ1 act,RGS4 pot,hERG protect,KCNK3 inh,KCNQ1 inh,GSK3beta inhib,KCNK9 inh,Dyrk1A ADPGlo,PolyA inh
CN1CCN(Cc2cc3c(cc2[N+](=O)[O-])OCO3)CC1,i,-1,i,i,-3,i,i,2,i,-7,i
CNS(=O)(=O)c1ccc(N=Cc2c(O)n(-c3ccccc3)c(=O)[nH]c2=O)cc1,i,6,i,i,-7,i,i,-1,i,2,i
COc1ccc(CN2CCCC(C(=O)c3cccc(Cl)c3)C2)cc1 (stereo not given),i,-1,i,i,-9,i,i,2,i,4,i
O=c1c2ccccc2nc(/C=C/c2ccc(O)c(O)c2)n1-c1ccccc1,i,7,i,i,-4,i,i,0,i,-5,i
CC1(C)NCCN2C(=O)CSC21 (stereo not given),i,1,i,i,-6,i,i,0,i,6,i
CN1C(=O)C(=Cc2ccc(OCCN(C)c3ccccn3)cc2)C(=O)N(C)C1=O,i,5,i,i,-8,i,i,0,i,2,i
CCOC(=O)C1=CC(=C2C(=O)N(CC)C(=S)N(CC)C2=O)c2ccccc2O1,i,-1,i,i,-6,x,i,-1,i,x,i
Cc1cc(/C=C2\C(=O)NC(=O)N(c3ccc(Cl)cc3)C2=O)c(C)n1-c1sc2c(c1C#N)CCCC2,i,-1,i,i,-16,i,i,1,i,3,i
Cc1cc(OCC(=O)NCC(O)c2ccccc2)c2c3c(c(=O)oc2c1)CCC3 (stereo not given),i,0,i,i,-1,i,i,0,i,2,i
CCCOc1ccccc1NP(=O)(Oc1ccccc1)Oc1ccccc1,i,0,i,i,-10,i,i,1,i,-2,i
COc1ccc(CNCCc2ccccc2F)c(OC)c1C,i,-7,i,i,-5,i,i,-3,i,-3,i
COC(=O)C(C)NC(=S)N1CC2C[C@@H](C1)Cn1c2cccc1=O (stereo not given in full),i,-1,i,i,0,i,i,1,i,-1,i
O=C(CN1CCCCC1)c1cccc(Br)c1,i,-2,i,i,-9,i,i,-1,i,x,i
CCc1ccccc1N1C(=O)NC(=O)/C(=C\c2cc(C)n(C)c2C)C1=O,i,-1,i,i,-2,i,i,-3,i,5,i
O=C1CC(C(=O)N2CCC3(CC2)OCCO3)CN1CCc1ccccc1 (stereo not given),i,0,i,i,-2,i,i,-1,i,-6,i

Bioassay records (PubChem BioAssay)
